proCasp3 act – activators of human procaspase-3 D3A mutant, primary screen, biochemical, absorbance, PC-3 D3A mutant, single concentration; activation, % at 8.5 µM; recombinant procaspase-3 D3A, Ac-DEVD-pNA absorbance 405 nm; hit rate 0.11% among 330,000; Caspase-3 (Homo sapiens), P42574;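 active = activation above the mean of all tested compounds plus 3 SD, cut at about 21% in these data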;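 also: 0% = DMSO alone and 100% = DMSO wells spiked with extra 5 µM PC-3 D3A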
Target sequence (P42574 whole entry D9A/D28A/D175A): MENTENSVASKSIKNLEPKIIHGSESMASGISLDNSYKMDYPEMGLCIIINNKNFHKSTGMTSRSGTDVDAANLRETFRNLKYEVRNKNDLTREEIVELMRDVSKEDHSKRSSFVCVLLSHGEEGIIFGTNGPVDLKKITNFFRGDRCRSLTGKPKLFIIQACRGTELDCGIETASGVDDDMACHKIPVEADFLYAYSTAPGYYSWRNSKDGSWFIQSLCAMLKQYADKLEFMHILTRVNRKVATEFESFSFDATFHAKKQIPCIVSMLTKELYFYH
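material = Procaspase-3 D3A mutant | probe or stimulus = Ac-DEVD-pNA | compound = single dose, 8.5 µM nominal compound, 0.8% DMSO | timing = 1 h preincubation, 2 h reaction | measured by = 405 nm absorbance of p-nitroaniline, reads at 0 and 120 min | benchmarks = DMSO-only low control, 5 µM PC-3 D3A high control | repeats = singlicate, each compound tested once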
CTSL1 counter – Fasciola hepatica cathepsin L1 inhibitors, primary screen, counter-screen for PFM18AAP inhibitor project, biochemical, QFRET, fluorogenic peptide substrate. hit rate 0.49% among 300,000. recombinant F. hepatica cathepsin L1, Z-Leu-Arg-MCA fluorescence. inhibition, % at 5.96 µM;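 active = inhibition above the mean of all tested compounds plus 3 SD, set per screening campaign, cut at about 17% in these data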;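 also: 0% = plate median of test compound wells and 100% = 1 µM Z-Phe-Ala-diazomethylketone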
TPT1 inh – Candida albicans TPT1 enzyme inhibitors, primary screen, biochemical, fluorescence polarization | recombinant caTPT1, FP RNA substrate dephosphorylation | hit rate 0.81% among 300,000 | inhibition, % at 5 µM | tRNA 2'-phosphotransferase TPT1 (Candida albicans SC5314);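 active = inhibition above the mean of all tested compounds plus 3 SD, set per screening campaign, cut at about 24% in these data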;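 also: plate controls were DMSO alone for no effect and ferristatin control at 100 nM for full effect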
PP5 primary – PP5 phosphatase inhibitors, primary screen, biochemical, fluorescence; Serine/threonine-protein phosphatase 5 (Homo sapiens), P53041; purified PP5c, OMFP substrate fluorescence; inhibition, % at 6.7 µM; hit rate 0.18% among 320,000; AID 1987, 2009;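 active = inhibition above the campaign's mean inhibition across all tested compounds plus 3 SD, cut at about 9.5% in these data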;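 also: 0% = DMSO only and 100% = 100 µM cantharidin control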
Target sequence (P53041 whole entry, looked up): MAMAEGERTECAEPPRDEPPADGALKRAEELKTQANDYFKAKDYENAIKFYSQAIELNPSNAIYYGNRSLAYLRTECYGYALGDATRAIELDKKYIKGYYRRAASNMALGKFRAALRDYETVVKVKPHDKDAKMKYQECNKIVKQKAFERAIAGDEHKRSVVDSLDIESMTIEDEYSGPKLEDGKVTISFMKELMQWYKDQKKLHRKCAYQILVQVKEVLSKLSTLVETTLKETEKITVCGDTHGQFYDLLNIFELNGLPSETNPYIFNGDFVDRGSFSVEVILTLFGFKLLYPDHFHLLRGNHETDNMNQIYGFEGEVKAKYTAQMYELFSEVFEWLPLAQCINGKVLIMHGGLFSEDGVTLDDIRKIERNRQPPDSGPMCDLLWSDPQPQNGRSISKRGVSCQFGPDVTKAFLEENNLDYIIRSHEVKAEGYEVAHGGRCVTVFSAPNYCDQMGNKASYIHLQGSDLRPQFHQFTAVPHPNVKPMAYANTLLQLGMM
procasp7 counter – procaspase-7 activators, primary screen, counter-screen for procaspase-3 activator project, biochemical, absorbance, HTS, human; AID 463210, 2010; Caspase-7 (Homo sapiens), P55210; hit rate 0.093% among 330,000; activation, % at 8.5 µM; recombinant procaspase-7, Ac-DEVD-pNA absorbance 405 nm; D23A/D198A/D206A triple mutant, cannot self-cleave; scale: DMSO 0, 5 µM enzyme 100;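 active = percent activation above the screen-wide mean plus 3 SD, cut at about 25% in these data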
Target sequence (P55210 whole entry D23A/D198A/D206A): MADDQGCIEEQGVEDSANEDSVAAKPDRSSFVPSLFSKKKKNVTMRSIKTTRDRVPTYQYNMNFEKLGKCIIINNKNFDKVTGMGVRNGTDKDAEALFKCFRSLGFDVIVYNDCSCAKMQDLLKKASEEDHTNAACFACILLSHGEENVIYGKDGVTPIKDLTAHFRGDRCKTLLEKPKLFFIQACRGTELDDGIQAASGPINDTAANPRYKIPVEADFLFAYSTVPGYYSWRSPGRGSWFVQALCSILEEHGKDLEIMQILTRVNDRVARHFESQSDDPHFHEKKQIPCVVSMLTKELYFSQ
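Replicates: singlicate. Assay system: Procaspase-7 triple mutant (PC-7 D3A). Signal: 405 nm absorbance of p-nitroaniline. Times: 1 h preincubation, 2 h reaction. Buffer or medium: Zinc-free HEPES pH 7.4 with 300 mM NaCl, 0.01% Triton X-100. Also added: DEVD-pNA substrate. Benchmarks: DMSO wells as 0%, DMSO with 5 µM added PC-7 as 100%.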
AHR activator – AHR activators, primary screen, cell-based, luminescence, luciferase reporter, human; Aryl hydrocarbon receptor (Homo sapiens), P35869; AHR-responsive luciferase reporter cells; activation, % at 5 µM; hit rate 2.5% among 320,000; in the data active = activation above about 47%;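 also: 0% = vehicle wells and 100% = reference agonist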
PAFAH2 FP inh – PAFAH2 enzyme inhibitors, primary screen, biochemical, fluorescence polarization, human; Platelet-activating factor acetylhydrolase 2, cytoplasmic (Homo sapiens), Q99487; recombinant PAFAH2, FP-rhodamine activity probe; inhibition, % at 3.39 µM; hit rate 0.99% among 340,000; AID 492956, 2010;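 active = inhibition above the mean over all tested compounds plus 3 SD, cut at about 30% in these data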;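 also: inhibitors block probe labeling of enzyme so polarization drops; 0% = enzyme with DMSO and 100% = wells lacking PAFAH2 protein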
PP1 counter – PP1-alpha phosphatase inhibitors, primary screen, counter-screen for PP5 inhibitor project, biochemical, fluorescence, OMFP substrate, single point | Serine/threonine-protein phosphatase PP1-alpha catalytic subunit (Homo sapiens), P62136 | purified PP1alpha | inhibition, % at 6.7 µM | hit rate 0.9% among 320,000 | AID 2235, 2010;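 active = inhibition above the mean inhibition of all tested compounds plus 3 SD, computed separately for each screening campaign, cut at about 15% in these data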
core dimer inh – inhibitors of HCV core protein dimerization, primary screen, biochemical, TR-FRET, high-throughput | inhibition, % at 5 µM | hit rate 0.33% among 300,000 | TR-FRET GST/Flag-core106 dimerization, 1536-well | AID 1899, 2009;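 active = inhibition above the mean of all tested compounds plus 3 SD, set per screening campaign, cut at about 45% in these data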
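Test system: GST/Flag-tagged HCV core106 proteins; Medium: KF-containing HEPES buffer, pH 7.45, DTT, CHAPS, BSA; Times: compound-protein-antibody incubation 4 h at 22.5 °C; Detection: TR-FRET 671 and 617 nm emission; Benchmarks: wells lacking GST-core106 and wells with excess unlabelled core106.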
* marks the source's active call; other numbers are inactive results; . = not tested or not shown.

SMILES	proCasp3 act	CTSL1 counter	TPT1 inh	PP5 primary	procasp7 counter	AHR activator	PAFAH2 FP inh	PP1 counter	core dimer inh
CCn1c(=O)c2cc(C(=O)N(C)c3ccc(OC)cc3OC)sc2c2ccccc21	-6	5	1	0.3	4	3	22	-2	9
O=S(=O)(c1cccs1)N1CCCc2ccccc21	3	0	-1	3.6	-9	1	9	-5	7
CC(C)(C)c1ccccc1OCCN1CCCC1	3	-2	0	-0.9	0	2	-3	-5	1
CCC(C)(C)n1nnnc1C(c1cccnc1)N1CCCC(C)C1 (stereo unspecified)	2	-5	0	-0.3	-2	0	-5	0	-1
COc1ccc(N2CC(C(=O)Nc3c4c(nn3-c3ccccc3)CS(=O)(=O)C4)CC2=O)cc1 (stereo unspecified)	1	-2	0	0.6	-4	2	3	-2	-3
Cn1cc(CCNC(=O)CC2C(=O)NCCN2Cc2cccc(Oc3ccccc3)c2)cn1 (stereo unspecified)	4	0	-2	1.8	-2	-1	3	4	0
Cc1cc(NC(=O)c2cc([N+](=O)[O-])ccc2Cl)no1	0	1	-5	0.4	9	-3	5	-5	-4
Cc1ccc(-c2noc(C3CCCN(S(=O)(=O)c4ccc5ccccc5c4)C3)n2)o1 (stereo unspecified)	7	1	11	2.2	-8	-2	-9	6	36
CCOC(=O)Cc1csc(NC(=O)Cn2c(=O)oc3ccccc32)n1	0	0	0	3.1	-4	1	-2	2	-1
CN(CC(=O)NCCc1ccc(S(N)(=O)=O)cc1)Cc1ccc(Cl)cc1Cl	8	-2	0	0.4	-8	-3	-5	-3	11
CCOC(=O)C1CCCN(Cc2nc(Cc3cccc(F)c3)no2)C1 (stereo unspecified)	-3	7	-6	-1.2	-3	-1	-4	-3	-5
COCCn1c(N)c(N(Cc2ccccc2)C(=O)Cc2ccccc2F)c(=O)[nH]c1=O	-1	7	-3	1.8	0	1	-1	-5	2
Cc1cccc2c1cnn2C(=O)CCC(=O)N1CC(C)CC(C)C1 (stereo unspecified)	-4	1	3	4.3	-4	3	4	0	8
CCCCn1nc(C(=O)Nc2c(C)n(C)n(-c3ccccc3)c2=O)c2ccccc2c1=O	3	.	.	1.8	8	0	-3	-4	.
COC(=O)CCCNC(=O)c1ccc2nc(Cc3ccc(OC)cc3)oc2c1	2	3	-1	0.6	-8	2	1	0	2
COc1ccc(-c2noc(CCC(=O)Nc3ccc(C)c(C)c3)n2)cc1	4	2	-2	4.0	12	4	0	3	-15
O=C(Oc1ccccc1Cl)c1ccc(-n2cncn2)nc1	-8	3	-1	-0.6	8	5	6	-2	-4
Cc1cc(C)c(NC(=O)COC(=O)CCc2ccc(S(=O)(=O)N3CCCCC3)cc2)c(C)c1	6	-2	2	2.6	7	3	10	5	9
O=C(Cc1ccc(Br)cc1)Nc1ccc(S(=O)(=O)NCC2CCCO2)cc1 (stereo unspecified)	3	-3	1	0.9	1	3	-2	-1	3
Cc1noc(/C=C/N(C)C)c1S(=O)(=O)NC1CCCCC1	-2	6	22	2.6	8	1	6	2	6
Clc1ccc(CSc2ncnc3nc[nH]c23)cc1	4	4	-4	0.4	-2	-4	8	0	-3
CCCc1cc(=O)oc2c3c(c4c(c12)OC(C)(C)C=C4)OC(C)C(C)C3O (stereo unspecified)	-8	2	2	8.7	-4	2	12	5	4
COc1ccc(/C=N/N2CCN(C3c4ccccc4-c4ccccc43)CC2)cc1O	-6	3	-3	-1.3	12	-1	3	0	7
O=C(CC(=O)c1cccc([N+](=O)[O-])c1)Nc1ccccc1Cl	4	6	0	2.2	-7	10	2	3	-5
Cc1cc(NCCN2CCOCC2)c2ccc3ccccc3c2n1	-8	1	0	1.9	5	25	0	4	-3
COc1ccc(NC(=O)C2C(c3ccccc3)C2(Cl)Cl)cc1 (stereo unspecified)	-9	-1	1	2.4	-1	-3	0	0	0
CC1CCN(C(=O)CSc2nc(N)c(NC(=O)c3ccccc3)c(=O)[nH]2)CC1	-7	3	-1	-4.6	0	-2	-2	-3	-16
CCOCCSc1n[nH]c(=O)n1CCc1ccccc1	-2	1	-1	0.8	4	0	3	-1	9
Cc1sc2nc(C3CCCCC3)nc(SCC(=O)N3CC(=O)Nc4ccccc43)c2c1C	-2	-2	2	0.7	1	-1	-2	-7	-2
O=C(CCc1ccccc1)NC(=S)Nc1cccc(Br)c1	0	1	4	4.5	1	14	0	-1	6
OCCOCCOc1ccccc1OCCOCCO	5	2	-1	-0.3	-6	-3	5	0	-7
COc1ccc(Br)cc1CNC(C)c1ccccc1 (stereo unspecified)	-1	-3	1	2.2	-8	12	-4	0	-1
O=C1c2cccc3c(N4CCOCC4)c([N+](=O)[O-])cc(c23)C(=O)N1c1cccc2ccccc12	3	-2	3	3.7	1	7	-1	2	39
O=C(NC1CCOc2ccccc21)c1ccc(Cl)nc1 (stereo unspecified)	-2	0	0	3.9	-2	5	2	2	-3
CC(C)CCn1nnnc1CN1CCN(C(=O)c2ccco2)CC1	1	1	0	-0.3	-5	-2	0	2	-7
Cc1cc(=O)oc2c(C(=O)c3ccccc3)c(OCC(N)=O)ccc12	0	11	-1	3.1	5	4	.	0	-3
COc1ccc(OC)c(C2C3=C(CCCC3=O)Nc3c2c(=O)n(C)c(=O)n3C)c1 (stereo unspecified)	1	0	-1	1.4	7	0	-1	-4	2
O=c1[nH]c(CN2CCN(c3ccc(F)cc3)CC2)nc2ccccc12	4	-1	-4	1.4	5	15	-1	-3	-1
O=C(CSc1nnc(Cc2ccc(Cl)cc2)o1)Nc1ccccc1	-1	3	-2	2.8	-7	1	-3	-3	-2
C=COC(=O)c1sc2nc(C)cc(C)c2c1N	2	0	2	-1.0	7	-2	0	-1	-2
CCS(=O)(=O)N1Cc2ccccc2CC1C(=O)N(C)Cc1ccc(OC)cc1OC (stereo unspecified)	1	0	0	3.8	-2	5	2	0	3
c1cnc2ccc(C(c3nnnn3C3CCCC3)N3CCN(c4nc5ccccc5s4)CC3)cc2c1 (stereo unspecified)	10	3	3	2.1	6	-2	-7	8	21
COc1ccc(N(C)S(=O)(=O)c2cccc(C(=O)Nc3ccc(N4CCOCC4)cc3)c2)cc1	-1	.	.	3.0	6	9	-2	-2	.
C/C(=N\NC(=O)c1ccccc1)c1ccc(NC(=O)c2cccs2)cc1	2	6	-2	-0.2	-4	14	5	-1	7
CC(C)CN(C(=O)COC(=O)c1ccc2ccccc2n1)C1CCS(=O)(=O)C1 (stereo unspecified)	-8	0	1	2.8	4	4	13	-3	2
CCOc1ccccc1C(=O)NC1CC2CCCC(C1)N2Cc1ccccc1 (stereo unspecified)	7	2	-1	1.8	10	7	-9	-2	0
Cc1nc(C(F)(F)F)ccc1C(=O)NN1CCOCC1	16	6	-4	0.0	-4	1	-11	-2	-15
Cc1cc(Cl)ccc1NC(=S)N1CCN(C(=O)c2ccco2)CC1	-13	1	2	3.8	2	-3	4	-4	2

At a glance, 13 of the compounds above:
SMILES	proCasp3 act	CTSL1 counter	TPT1 inh	PP5 primary	procasp7 counter	AHR activator	PAFAH2 FP inh	PP1 counter	core dimer inh
O=C(NC1CCOc2ccccc21)c1ccc(Cl)nc1 (stereo unspecified)	-2	0	0	3.9	-2	5	2	2	-3
CC(C)CCn1nnnc1CN1CCN(C(=O)c2ccco2)CC1	1	1	0	-0.3	-5	-2	0	2	-7
Cc1cc(=O)oc2c(C(=O)c3ccccc3)c(OCC(N)=O)ccc12	0	11	-1	3.1	5	4	.	0	-3
COc1ccc(OC)c(C2C3=C(CCCC3=O)Nc3c2c(=O)n(C)c(=O)n3C)c1 (stereo unspecified)	1	0	-1	1.4	7	0	-1	-4	2
O=c1[nH]c(CN2CCN(c3ccc(F)cc3)CC2)nc2ccccc12	4	-1	-4	1.4	5	15	-1	-3	-1
O=C(CSc1nnc(Cc2ccc(Cl)cc2)o1)Nc1ccccc1	-1	3	-2	2.8	-7	1	-3	-3	-2
C=COC(=O)c1sc2nc(C)cc(C)c2c1N	2	0	2	-1.0	7	-2	0	-1	-2
CCS(=O)(=O)N1Cc2ccccc2CC1C(=O)N(C)Cc1ccc(OC)cc1OC (stereo unspecified)	1	0	0	3.8	-2	5	2	0	3
c1cnc2ccc(C(c3nnnn3C3CCCC3)N3CCN(c4nc5ccccc5s4)CC3)cc2c1 (stereo unspecified)	10	3	3	2.1	6	-2	-7	8	21
COc1ccc(N(C)S(=O)(=O)c2cccc(C(=O)Nc3ccc(N4CCOCC4)cc3)c2)cc1	-1	.	.	3.0	6	9	-2	-2	.
C/C(=N\NC(=O)c1ccccc1)c1ccc(NC(=O)c2cccs2)cc1	2	6	-2	-0.2	-4	14	5	-1	7
CC(C)CN(C(=O)COC(=O)c1ccc2ccccc2n1)C1CCS(=O)(=O)C1 (stereo unspecified)	-8	0	1	2.8	4	4	13	-3	2
CCOc1ccccc1C(=O)NC1CC2CCCC(C1)N2Cc1ccccc1 (stereo unspecified)	7	2	-1	1.8	10	7	-9	-2	0

Further structures
SMILES	proCasp3 act	CTSL1 counter	TPT1 inh	PP5 primary	procasp7 counter	AHR activator	PAFAH2 FP inh	PP1 counter	core dimer inh
O=C1c2ccsc2SCCN1Cc1ccccc1Cl	-2	-3	-1	3.5	-4	6	-2	2	6
O=c1cc(N2CCc3ccccc3C2)[nH]c(=O)n1C1CCCCC1	5	4	2	-0.9	0	-2	2	-1	-1
CC(=O)Nc1ccc(S(=O)(=O)NCCC(=O)OCC(=O)NCc2ccccc2)cc1	1	.	.	.	1	1	4	.	.
CC(CCCCC(=O)Nc1ccc(C(F)(F)F)cc1)NCCc1cnc[nH]1 (stereo unspecified)	-4	-14	0	2.6	-9	1	.	-7	-12
COc1cc2c(cc1OC)CN(C(=O)c1ccc(Cl)c(S(=O)(=O)N3CCCC3)c1)CC2	9	.	.	.	-7	7	1	.	.
CCOC(=O)c1c(NC(=S)Nc2cc([N+](=O)[O-])ccc2OC)sc2c1CCCCC2	-12	0	-2	3.8	-10	1	.	2	20

Bioassay records as filed in PubChem BioAssay.
